# Screening data as filed in PubChem.
# MC4R antag cAMP: blocks human MC4R cAMP signaling; inhibition, % at 6.5 µM; P32245; hit rate 0.48% among 360,000; MC4R-expressing cells, MTII-stimulated cAMP, LANCE TR-FRET; AID 540295;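 active = inhibition above its plate's cutoff, the mean of tested wells on that plate plus 3 SD, cut at about 29% in these data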;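 note: 0% = Melanotan II alone and 100% = Melanotan II plus saturating MCL0020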
# Target sequence (P32245 whole entry, looked up): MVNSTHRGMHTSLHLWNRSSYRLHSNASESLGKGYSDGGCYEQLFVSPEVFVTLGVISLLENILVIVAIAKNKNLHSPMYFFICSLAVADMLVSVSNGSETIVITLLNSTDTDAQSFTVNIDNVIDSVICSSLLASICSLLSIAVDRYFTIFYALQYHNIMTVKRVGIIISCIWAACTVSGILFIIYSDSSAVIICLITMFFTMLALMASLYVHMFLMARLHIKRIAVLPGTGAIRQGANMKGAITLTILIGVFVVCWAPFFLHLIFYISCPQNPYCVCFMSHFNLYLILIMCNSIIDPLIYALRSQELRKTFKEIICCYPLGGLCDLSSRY
#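 Assay system: U2OS-MC4R stable cell line; Also added: Melanotan II; Technique: Eu-cAMP/anti-cAMP TR-FRET, emission 671 nm; Times: 30-min compound, 1-h challenge, 1-h detection, room temperature.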
# SRC3 inh: inhibits human SRC3 coactivator | Q9Y6Q9 | HEK293 GAL4-SRC3 luciferase reporter, luminescence | inhibition, % at 3.6 µM | hit rate 0.17% among 360,000 | AID 588352;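 active = inhibition above a per-campaign cutoff, the mean of all compounds plus 3 SD, cut at about 60% in these data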;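 note: 0% = DMSO-treated cells and 100% = gossypol-treated cells at 36 µM; higher means less SRC3-driven luciferase light from the GAL4 reporter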
# NR2F2 inh: blocks human COUP-TFII nuclear receptor; P24468; AID 686940; HEK293T NGFI-A luciferase reporter, luminescence; inhibition, % at 8.6 µM; hit rate 0.7% among 370,000;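 active = inhibition above a per-plate cutoff, mean inhibition of test wells between control levels plus 3 SD, cut at about 38% in these data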;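 note: cells cotransfected with COUP-TFII expression vector driving the NGFI-A reporter; 0% = median of COUP-TF2 test wells and 100% = reporter-only cells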
# Target sequence (P24468 whole entry, looked up): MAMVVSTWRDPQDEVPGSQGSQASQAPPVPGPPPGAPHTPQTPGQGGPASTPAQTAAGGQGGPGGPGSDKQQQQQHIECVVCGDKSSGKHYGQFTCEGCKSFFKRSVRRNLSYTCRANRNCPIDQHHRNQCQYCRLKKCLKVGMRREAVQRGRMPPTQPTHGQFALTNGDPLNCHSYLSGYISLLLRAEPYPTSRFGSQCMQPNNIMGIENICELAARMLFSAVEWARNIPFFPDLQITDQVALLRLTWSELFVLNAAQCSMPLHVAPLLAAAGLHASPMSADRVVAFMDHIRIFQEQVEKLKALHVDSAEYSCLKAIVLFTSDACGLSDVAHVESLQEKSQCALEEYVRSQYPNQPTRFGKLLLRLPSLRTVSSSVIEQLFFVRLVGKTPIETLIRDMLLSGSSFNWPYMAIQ
# NOD2-RIPK2 inh: blocks binding of human NOD2 to RIPK2; O43353; CHO BLA complementation NOD2-RIPK2, CCF4 ratio; inhibition, % at 4.98 µM; hit rate 0.38% among 360,000; AID 624267; in the data active = inhibition above about 21%;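 note: 0% = vehicle only and 100% = reference blocker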
# SRC2 inh: human SRC2 (NCOA2) inhibition; Q15596; HEK293 GAL4-SRC2 luciferase reporter, luminescence; inhibition, % at 9 µM; hit rate 0.17% among 370,000; AID 651957;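 active = inhibition above the mean inhibition of all tested compounds plus 3 SD, set per campaign, cut at about 52% in these data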;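 note: 0% = DMSO treated cells and 100% = cells given Gossypol at 36 µM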
# SRC1 inh: inhibitors of human steroid receptor coactivator 1 (SRC1); Q15788; HEK293 GAL4-SRC1 luciferase reporter, luminescence; inhibition, % at 3.6 µM; hit rate 0.12% among 360,000; AID 588354;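 active = inhibition above the campaign mean plus 3 SD, with each screening campaign given its own cutoff, cut at about 60% in these data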;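 note: 0% = DMSO treated cells and 100% = gossypol at 36 µM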
# LRH-1 inv ag: suppresses constitutive activity of human LRH-1; O00482; HEK293T StAR-luciferase reporter, LRH-1 transfected, 24 h; inhibition, % at 3.6 µM; hit rate 0.13% among 360,000; AID 602396;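 active = inhibition above the mean inhibition of all tested compounds plus 3 SD, cut at about 73% in these data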;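 note: 0% = DMSO wells and 100% = reporter-only cells lacking LRH-1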
# ABHD5 PLIN5 PPI: ABHD5-PLIN5 protein interaction inhibition. AID 602281. hit rate 0.78% among 360,000. Split G. princeps luciferase complementation, luminescence, 4 h. Q00G26+Q8WTS1. inhibition, % at 4 µM;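 active = inhibition above the mean inhibition across every tested compound plus 3 SD, cut at about 22% in these data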;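 note: 0% = DMSO only wells and the 100% control is not disclosed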
# TLR9-MyD88 block: TLR9-MyD88 interaction inhibition | CHO BLA complementation TLR9-MyD88, CCF4 FRET ratio | hit rate 0.21% among 340,000 | AID 504734 | inhibition, % at 4.98 µM;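 active = inhibition above the mean over all tested compounds plus 3 SD, cut at about 21% in these data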;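 note: 0% = DMSO only wells and 100% = clavulanate BLA inhibitor control wells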
# MC4R barr agon: human MC4R agonism via beta-arrestin. hit rate 0.98% among 360,000. U2OS MC4R beta-arrestin complementation, luminescence; percent of melanotan II response, DMSO zero. activation, % at 8.9 µM. AID 540308;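 active = activation above a per-plate cutoff, the mean activation of sample wells on that plate plus 3 SD, cut at about 8% in these data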
# LMP1 NFkB inh: reduces LMP1-driven NF-kappaB luciferase signal | LMP1-induced NF-kappaB luciferase reporter cells, luminescence | inhibition, % at 12.5 µM | AID 504558 | hit rate 0.69% among 350,000; in the data active = inhibition above about 41%;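 note: 0% = neutral control wells and 100% = reference inhibitor control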
# * = called active by the depositor; . = no result given. Not all compounds are listed, so the mix of outcomes need not match the whole.
mol | MC4R antag cAMP | SRC3 inh | NR2F2 inh | NOD2-RIPK2 inh | SRC2 inh | SRC1 inh | LRH-1 inv ag | ABHD5 PLIN5 PPI | TLR9-MyD88 block | MC4R barr agon | LMP1 NFkB inh
CC(C)c1cccc(-c2ccc3c(c2)S(=O)(=O)c2cccc(C(=O)NCc4ccco4)c2C3=O)c1 | 6 | -9 | -14 | 1 | 4 | 5 | -33 | 21 | -5 | 0.4 | -17
Cc1cc(C)n(-c2ccc(C(=O)OCC(=O)NCc3ccc(F)cc3)cc2)n1 | 7 | 18 | 5 | -4 | 13 | 3 | 4 | 13 | -12 | -0.8 | -1
COc1ccc(C(=O)OC(C)CN2CCN(C)CC2)cc1 (configuration not stated) | -3 | 4 | -27 | -11 | -21 | -8 | -8 | 3 | -9 | -0.5 | 3
O=[N+]([O-])c1c(NCCO)cc(N2CCCCCC2)c2nonc12 | 5 | 4 | 4 | -7 | 7 | -25 | 4 | -7 | -2 | -0.8 | -1
O=C(Nc1nc2ccccc2s1)c1cnccn1 | 3 | -70 | -38 | -3 | -40 | -86 | -155 | 2 | -2 | -2.8 | 25
CC1CCCCN1C(=O)C1CCCN(S(=O)(=O)c2cccc3nsnc23)C1 (configuration not stated) | 16 | -4 | 2 | 1 | -2 | 7 | -2 | -4 | -6 | -0.4 | -6
CC(C)C[C@@H](CN)NC(=O)c1nc[nH]c1C(=O)N[C@@H](C)C(=O)CNC[C@H](C)NC(=O)c1nc[nH]c1C(=O)N[C@@H](Cc1ccccc1)C(=O)O | 1 | 3 | 2 | -3 | 13 | 6 | 16 | -10 | -2 | -1.8 | -5
CCc1nc2c(OCCOc3ccc(F)cc3)cccn2c1N(C)C(=O)c1ccco1 | 3 | -3 | 1 | -8 | -2 | 5 | -15 | 0 | . | -2.3 | .
COc1ccccc1-c1nc(-c2ccccc2)[nH]c(=O)c1C#N | 6 | 14 | 10 | -16 | -6 | 7 | -11 | -3 | 0 | -1.2 | 7
COCCN(C(=O)Cc1csc(-c2cccc(Cl)c2)n1)c1c(N)n(Cc2ccccc2)c(=O)[nH]c1=O | 2 | -24 | 9 | -9 | 4 | -8 | -6 | -3 | -4 | 0.9 | 35
COc1ccc(-n2c(C)cc(C(=O)CN3C(=O)NC4(CCc5ccccc54)C3=O)c2C)cc1 (configuration not stated) | -9 | 7 | 6 | -1 | 13 | -4 | 7 | -2 | -2 | 0.3 | 2
O=C(NCC(c1ccco1)N1CCc2ccccc21)c1ccccc1 (configuration not stated) | 8 | 22 | 14 | 3 | -11 | 4 | -2 | -5 | -3 | -1.7 | 6
Cn1c(=O)cc(N)n(-c2ccccc2)c1=O | 4 | 5 | 8 | -2 | -18 | -3 | 2 | 0 | -1 | -2.6 | 4
COc1ccccc1C(=O)Nc1ccc2c(c1)CCCN2C(=O)c1ccccc1 | 7 | -19 | -3 | -7 | -15 | -17 | 9 | -9 | 0 | -2.0 | -1
CC(C)Sc1nc2sc(-c3ccccc3)cc2c(=O)n1N | 13 | 10 | 1 | -11 | -24 | -1 | -22 | -3 | -1 | -0.3 | -6
CN(C(=O)c1cccc(NC(=O)Cc2ccc(NC(=O)C3CCN(C(=O)CCc4ccccc4)CC3)cc2)c1)C1CCC1 | 12 | -4 | 0 | 7 | 8 | -12 | -22 | -11 | -10 | -0.1 | -7
COc1ccc(OCC(=O)Nc2c(C(=O)N3CCN(C)CC3)oc3ccccc23)cc1 | 0 | 7 | 17 | 7 | 4 | -12 | 10 | 5 | 2 | -2.0 | -1
COc1ccc(CCNC(=O)c2ccc(S(=O)(=O)N3CCCCC3)cc2)cc1 | 4 | 0 | -13 | 1 | -26 | -10 | 13 | -5 | -9 | -0.4 | -5
COc1ccc(C(=O)Nc2cccc(C(=O)NCc3ccco3)c2)cc1 | 9 | 8 | -16 | -16 | -26 | -8 | -33 | 4 | -4 | -2.0 | -14
COc1nc(C)nc(NC(=O)NS(=O)(=O)c2ccc(C)cc2)n1 | 1 | -22 | 14 | -5 | -30 | -12 | -7 | 0 | -2 | 0.0 | 0
Cc1cc(C)n2nc(SCC(=O)N/N=C/c3ccccc3F)nc2n1 | 1 | 11 | -17 | 2 | 5 | -6 | 12 | 3 | 7 | 0.7 | -16
CCN(CC)Cc1c(O)ccc2c(=O)c(Oc3ccccc3OC)coc12 | 2 | 5 | 1 | 10 | -20 | 3 | 6 | -11 | -5 | -1.5 | 3
Cc1nn(CC(=O)NNC(=O)c2ccc(Br)cc2)c(C)c1[N+](=O)[O-] | 3 | -11 | 14 | 1 | -8 | -25 | -7 | 6 | -6 | 1.1 | -12
CCC(C)Nc1cc(C)c(C#N)c2nc3ccccc3n12 (configuration not stated) | -3 | -1 | -4 | -1 | -8 | -2 | 10 | -1 | -4 | -1.7 | 4
Cc1ccc(S(=O)(=O)N(C)c2ccc(OCC(=O)NCc3ccco3)cc2)cc1 | 5 | 13 | -10 | -2 | -1 | -6 | 0 | 0 | 9 | -1.3 | -6

# Complete entries, looked up by structure. Order of screens: MC4R antag cAMP, SRC3 inh, NR2F2 inh, NOD2-RIPK2 inh, SRC2 inh, SRC1 inh, LRH-1 inv ag, ABHD5 PLIN5 PPI, TLR9-MyD88 block, MC4R barr agon, LMP1 NFkB inh
# Cc1nn(CC(=O)NNC(=O)c2ccc(Br)cc2)c(C)c1[N+](=O)[O-] across the screens: 3, -11, 14, 1, -8, -25, -7, 6, -6, 1.1, -12
# COc1ccc(OCC(=O)Nc2c(C(=O)N3CCN(C)CC3)oc3ccccc23)cc1 across the screens: 0, 7, 17, 7, 4, -12, 10, 5, 2, -2.0, -1

# Of the compounds above, these contain fluorine.
mol | MC4R antag cAMP | SRC3 inh | NR2F2 inh | NOD2-RIPK2 inh | SRC2 inh | SRC1 inh | LRH-1 inv ag | ABHD5 PLIN5 PPI | TLR9-MyD88 block | MC4R barr agon | LMP1 NFkB inh
Cc1cc(C)n(-c2ccc(C(=O)OCC(=O)NCc3ccc(F)cc3)cc2)n1 | 7 | 18 | 5 | -4 | 13 | 3 | 4 | 13 | -12 | -0.8 | -1
CCc1nc2c(OCCOc3ccc(F)cc3)cccn2c1N(C)C(=O)c1ccco1 | 3 | -3 | 1 | -8 | -2 | 5 | -15 | 0 | . | -2.3 | .
Cc1cc(C)n2nc(SCC(=O)N/N=C/c3ccccc3F)nc2n1 | 1 | 11 | -17 | 2 | 5 | -6 | 12 | 3 | 7 | 0.7 | -16

# Next part
# Screens in order – MC4R antag cAMP, SRC3 inh, NR2F2 inh, NOD2-RIPK2 inh, SRC2 inh, SRC1 inh, LRH-1 inv ag, ABHD5 PLIN5 PPI, TLR9-MyD88 block, MC4R barr agon, LMP1 NFkB inh
CCn1c(=O)cc(SCC(=O)NCc2ccc3c(c2)OCO3)c2ccccc21
  -2, 2, 0, -11, -27, -9, -1, 5, -2, -0.6, -4
O=[N+]([O-])c1ccc(N=NNc2ccccc2)cc1
  -1, -29, ., 6, ., -39, -1, -4, 2, -1.2, 3
C/C(Cl)=C\Cn1c(N2CCCC2)nc2c1c(=O)n(C)c(=O)n2C
  10, 1, -1, -10, 2, -1, -6, 3, -5, 1.1, 2
COc1ccc2c(c1)OC[C@H]1[C@H]2N2C(=O)CN(Cc3ccc(Cl)cc3)C(=O)[C@@]2(C)[C@H]1c1ccccc1
  16, -8, -4, -5, 12, 7, -4, 6, -17, -0.8, 6
Cc1cc2ccccc2nc1SCC(=O)Nc1nc(-c2ccccc2)cs1
  -6, -13, -1, 6, -16, -14, 19, 2, 4, 3.3, 9
O=C(COC(=O)c1ccccc1)Nc1cccc(S(=O)(=O)N2CCCCC2)c1
  5, 5, 6, 8, -27, -15, -4, 7, -6, -1.1, -10
CSc1nn(-c2ccc(C(=O)OCC(=O)NC(=O)NC(C)C)cc2)c(=S)s1
  0, 14, 5, 0, -1, -4, 0, 2, -7, 0.6, 3
O=C(N/N=C\c1ccc(-c2cccc(Cl)c2)o1)C(=O)NC1CCCC1
  13, 4, -10, 0, -9, -67, -3, -8, 18, -2.2, -26
COc1ccc(CNC(=O)C2Cc3c(-c4ccc5c(c4)OCO5)ccnc3O2)cc1OC (configuration not stated)
  -14, 3, -1, -4, -14, -6, 15, 2, ., -2.1, .
CCCNC(=S)Nc1ccc(Nc2ccccc2)cc1
  -5, -12, -23, -5, -31, -34, -64, -1, -5, 0.2, -7
COC(=O)c1cc(OC)c(OC)cc1NC(=S)N1CCCC(CO)C1 (configuration not stated)
  12, 1, -2, 5, -19, -18, -34, -7, -9, -0.5, 0
Clc1ccc(-c2csc(N/N=C/c3ccc4c(c3)OCO4)n2)cc1
  12, -1, 14, -3, 0, -2, 0, -11, -1, 6.0, 14
COc1ccccc1NS(=O)(=O)c1cc(NC(=O)C2CCC2)ccc1N1CCCCC1
  16, -5, -4, 2, 22, -7, -3, 3, 0, -0.2, 4
Cc1nc2nc(-c3ccc(F)cc3)cn2nc1C
  14, -101, -40, 0, -5, -112, -184, -1, -9, -0.5, 13
CCN(CC(=O)Nc1ccc2c(c1)OCCO2)C(=O)/C=C/c1ccc([N+](=O)[O-])cc1
  -3, -7, 9, 1, 0, -15, 6, -2, -20, -2.5, 7
COC(=O)[C@@H]1C[C@@]2(O)[C@H](O)[C@H](O)[C@H](O)C[C@H]2N1CC(c1ccccc1)c1ccccc1
  3, 4, -8, -15, -4, -12, 3, 9, -3, -1.5, 7
CC(C)N1CCN(Cc2ccncc2)CC1CCO (configuration not stated)
  -5, 10, -5, -2, 18, 14, 15, 4, -7, -0.1, 4
CCOc1ccc(OCCCC(=O)N(CC)CC(=O)Nc2c(F)cccc2F)cc1
  8, 5, 11, -10, 4, -2, 22, 3, 0, 1.1, -1
COc1cc(OC)c(C2C(C(=O)N3CCOCC3)=C(C)NC3=C2C(=O)CC(C)(C)C3)cc1OC (configuration not stated)
  9, -13, -14, -4, -21, 6, -7, -1, 6, -2.6, -6
Nc1c(-c2cccc([N+](=O)[O-])c2)nc2ccccn12
  -9, -25, -30, -16, -47, -42, -45, -3, -8, 1.0, -23
S=c1[nH]cnc2scc(-c3ccc(Br)cc3)c12
  -2, -31, 10, -8, -3, 0, 17, -3, 2, -2.6, 9
COc1cc2oc(=O)cc(CN3CCN(c4ccccc4OC)CC3)c2cc1Cl
  ., 10, -1, 10, -5, -11, -11, -2, ., ., .
CC(=O)C(Sc1nccc(-c2cccs2)n1)C(C)=O
  18, -33, -25, -8, -18, 1, -32, -7, 6, -2.7, -5
O=C1COc2ccc(S(=O)(=O)NCCc3ccccc3)cc2N1
  -4, 10, 18, 11, -8, -5, -2, 19, -9, 0.5, 8
Cc1ccc(S(=O)(=O)N(CC(=O)N(C)C)c2cccc([N+](=O)[O-])c2)cc1
  4, 9, -15, 2, 15, -6, 2, 2, -14, -0.9, -6
CCc1nnc(NC(=O)c2nc(S(=O)(=O)Cc3cccc(C)c3)ncc2Cl)s1
  39*, 2, 3, 34*, 51, -41, 26, 33*, 7, 0.3, 66*
COc1cc2c(C(=O)NCc3ccc4c(c3)OCO4)cn(C)c(=O)c2cc1OC
  -1, 5, -5, -4, 6, 4, 20, 0, 2, -0.4, 1
